# Screening results from PubChem BioAssay.
# TWEAK Fn14 block: inhibitors of TWEAK-Fn14 interaction signaling; TWEAK-stimulated Fn14 reporter cells, luciferase luminescence, 8 h; inhibition, % at 10 µM; 360,000 tested, 2% active; AID 1159606; in the data active = inhibition above about 50%
# LRH-1 inv ag: NR5A2 inverse agonism in reporter assay; HEK293T StAR-luciferase reporter, LRH-1 transfected, 24 h; inhibition, % at 3.6 µM; 360,000 tested, 0.13% active; O00482; AID 602396;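 active = inhibition above the mean inhibition of all tested compounds plus 3 SD, cut at about 73% in these data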;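 note: 0% = DMSO wells and 100% = reporter-only cells lacking LRH-1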
# C8 TRAIL sens: caspase-8 TRAIL sensitization; AID 624354; 360,000 tested, 1% active; NB7+C8 cells + TRAIL, ATPlite viability luminescence; inhibition (viability loss, TRAIL sensitization), % at 10 µM;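 active = compounds causing at least 50% loss of cell viability in the single-dose screen, relative to plate controls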
# NR2F2 inh: blocks human COUP-TFII nuclear receptor | P24468 | HEK293T NGFI-A luciferase reporter, luminescence | inhibition, % at 8.6 µM | 370,000 tested, 0.7% active | AID 686940;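 active = inhibition above a per-plate cutoff, mean inhibition of test wells between control levels plus 3 SD, cut at about 38% in these data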;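 note: cells cotransfected with COUP-TFII expression vector driving the NGFI-A reporter; 0% = median of COUP-TF2 test wells and 100% = reporter-only cells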
# CF NFkB inh: blocks PAF-induced NF-kB reporter in cystic fibrosis cells. KKLEB NF-kB-GFP reporter, GFP fluorescence overnight. inhibition, % at 5 µM. 360,000 tested, 0.86% active. AID 588850;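 active = at least 50% inhibition at 5 µM, scaled per plate between neutral and stimulator controls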;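 note: PAF is a Pseudomonas aeruginosa culture filtrate used as stimulus; plate controls were PAF-stimulated DMSO wells for no effect and unstimulated DMSO wells for full effect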
# TROY NFkB inh: TROY signaling inhibition | Q293 LMP1-TROYcd NF-kB luciferase reporter, 4 h | inhibition, % at 10 µM | 360,000 tested, 0.98% active | AID 1347056;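 active = compounds whose plate-normalised and pattern-corrected inhibition of the luciferase reporter signal at the single screening dose is 50% or more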
# NCOA1 inh: inhibitors of human steroid receptor coactivator 1 (SRC1); Q15788; HEK293 GAL4-SRC1 luciferase reporter, luminescence; inhibition, % at 3.6 µM; 360,000 tested, 0.12% active;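 active = inhibition above the campaign mean plus 3 SD, with each screening campaign given its own cutoff, cut at about 60% in these data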;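 note: 0% = DMSO treated cells and 100% = gossypol at 36 µM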
# Target sequence (Q15788 whole entry, looked up, the tested form may be a part): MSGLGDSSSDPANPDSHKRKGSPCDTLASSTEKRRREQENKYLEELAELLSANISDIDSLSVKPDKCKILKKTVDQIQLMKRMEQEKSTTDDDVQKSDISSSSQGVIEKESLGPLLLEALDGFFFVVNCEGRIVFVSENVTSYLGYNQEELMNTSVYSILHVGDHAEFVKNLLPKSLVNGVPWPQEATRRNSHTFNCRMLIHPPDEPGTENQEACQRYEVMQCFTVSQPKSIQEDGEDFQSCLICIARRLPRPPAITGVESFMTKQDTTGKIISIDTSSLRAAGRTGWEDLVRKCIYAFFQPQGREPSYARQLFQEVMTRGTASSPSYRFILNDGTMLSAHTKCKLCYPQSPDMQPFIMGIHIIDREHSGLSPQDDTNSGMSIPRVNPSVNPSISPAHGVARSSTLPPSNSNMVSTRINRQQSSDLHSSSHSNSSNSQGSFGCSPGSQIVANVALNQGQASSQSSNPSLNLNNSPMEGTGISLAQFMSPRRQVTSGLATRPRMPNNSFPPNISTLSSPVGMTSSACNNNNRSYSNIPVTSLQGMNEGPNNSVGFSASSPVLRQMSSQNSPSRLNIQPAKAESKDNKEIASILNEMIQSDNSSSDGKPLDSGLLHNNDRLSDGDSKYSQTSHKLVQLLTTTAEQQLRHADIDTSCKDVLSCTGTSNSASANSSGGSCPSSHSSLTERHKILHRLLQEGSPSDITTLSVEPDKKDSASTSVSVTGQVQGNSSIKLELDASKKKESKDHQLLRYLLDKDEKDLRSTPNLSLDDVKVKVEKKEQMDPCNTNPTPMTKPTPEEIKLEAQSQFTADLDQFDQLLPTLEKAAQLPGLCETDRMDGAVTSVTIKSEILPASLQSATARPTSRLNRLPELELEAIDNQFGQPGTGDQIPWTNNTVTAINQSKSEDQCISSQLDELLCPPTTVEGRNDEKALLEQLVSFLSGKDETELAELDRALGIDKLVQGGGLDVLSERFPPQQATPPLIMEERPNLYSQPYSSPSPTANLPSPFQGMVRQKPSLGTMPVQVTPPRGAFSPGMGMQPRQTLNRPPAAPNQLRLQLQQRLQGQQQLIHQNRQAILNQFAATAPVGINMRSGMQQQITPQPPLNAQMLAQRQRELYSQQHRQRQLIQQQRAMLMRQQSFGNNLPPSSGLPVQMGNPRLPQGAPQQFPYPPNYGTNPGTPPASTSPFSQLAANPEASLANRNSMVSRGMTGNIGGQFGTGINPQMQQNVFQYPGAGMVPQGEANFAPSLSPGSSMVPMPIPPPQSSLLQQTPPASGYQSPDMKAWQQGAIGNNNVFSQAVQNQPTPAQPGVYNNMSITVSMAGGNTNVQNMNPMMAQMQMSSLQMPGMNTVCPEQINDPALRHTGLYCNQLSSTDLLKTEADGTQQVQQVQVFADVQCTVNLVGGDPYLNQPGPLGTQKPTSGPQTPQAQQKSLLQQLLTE
# EBV LMP1 NFkB: inhibitors of Epstein-Barr LMP1-induced NF-kappaB reporter; LMP1-induced NF-kappaB luciferase reporter cells, luminescence; inhibition, % at 12.5 µM; 350,000 tested, 0.69% active; AID 504558; in the data active = inhibition above about 41%;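 note: 0% = neutral control wells and 100% = reference inhibitor control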
# KKLEB cytotox: CF airway cell cytotoxicity counter-screen; KKLEB CF airway cells viability, ATPlite luminescence, overnight; active compounds read low; cells stimulated with P. aeruginosa culture filtrate; activity change (cytotoxicity), % at 5 µM; 360,000 tested, 0.36% active; AID 602141;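 active = corrected activity change at or below -50% at 5 µM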
# NCOA3 inh: inhibitors of human steroid receptor coactivator 3 (SRC3) | inhibition, % at 3.6 µM | Q9Y6Q9 | AID 588352 | HEK293 GAL4-SRC3 luciferase reporter, luminescence | 360,000 tested, 0.17% active;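 active = inhibition above a per-campaign cutoff, the mean of all compounds plus 3 SD, cut at about 60% in these data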;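 note: 0% = DMSO-treated cells and 100% = gossypol-treated cells at 36 µM; higher means less SRC3-driven luciferase light from the GAL4 reporter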
# Shn3 3UTR inh: Schnurri-3 reporter inhibition in Clone20 osteoblasts; Clone20 osteoblast Shn3 3'UTR firefly luciferase, 24 h; inhibition, % at 12.5 µM; 360,000 tested, 0.52% active;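 active = mean inhibition of at least 75% with every replicate also reaching 75%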;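 note: 0% = median of neutral control wells and 100% = pilot-screen positive control compound; some compounds past the cut are filed as inactive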
# The depositor's hits bear a star; . = not tested or not shown.
SMILES,TWEAK Fn14 block,LRH-1 inv ag,C8 TRAIL sens,NR2F2 inh,CF NFkB inh,TROY NFkB inh,NCOA1 inh,EBV LMP1 NFkB,KKLEB cytotox,NCOA3 inh,Shn3 3UTR inh
CCCCCCn1c(=O)n2n(c1=O)C[C@]1(OC(=O)NC3CCCC3)CN(S(=O)(=O)c3ccc(C)cc3)C[C@]1(O)C2,20,-4,25,18,7,-10,18,3,-3,5,13
CN(C)S(=O)(=O)c1cccc(NC(=O)COC(=O)c2cn(-c3ccccc3)nc2-c2ccccc2)c1,28,-8,19,-20,-2,15,4,4,15,7,23
COc1ccc(NC(=O)CNc2ccc(C#N)cc2)cc1,-5,6,-1,5,-12,10,4,0,12,15,5
CC(=O)Nc1cccc(NC(=O)CSc2nc(=O)n(Cc3ccncc3)c3c2CCC3)c1,-9,-12,-9,-5,-17,-4,-4,8,9,1,8
CC(=O)c1cccc(-c2ccnc3c2CC(C(=O)Nc2ccccc2)O3)c1 (stereo not drawn),3,5,-6,17,-25,10,14,.,1,-19,0
CCOC(=O)C1=C(C)N(c2ccc(C)c(C)c2)C(=O)/C1=C\c1ccco1,1,33,-6,-3,21,23,0,13,-5,1,8
COc1ccc2c(c1)c(C(=O)O)c(C)n2-c1ccc(Cl)cc1,12,-6,-4,0,15,19,4,0,-8,-4,-14
C[C@H](CO)N1C[C@H](C)[C@@H](CN(C)C(=O)Nc2ccccc2)Oc2c(NC(=O)C3CCCCC3)cccc2C1=O,11,5,2,-3,-1,5,11,-7,1,11,-36
Cn1ncnc1SCc1cn2cccnc2n1,13,-6,-5,9,-2,13,-5,-6,-6,15,-5
COC(=O)CSCc1nc2ccccc2[nH]c1=O,8,17,-1,16,0,-34,-20,-7,3,3,-1
CC(=O)N1CCN(c2ccccc2NC(=O)Cc2ccc(Cl)cc2)CC1,8,-1,-7,8,12,5,7,4,-10,1,4
N#CC1=C(N)S[C@H](C(=O)C23CC4CC(CC(C4)C2)C3)[C@H]1c1ccncc1,15,-5,8,.,22,43,3,1,-12,7,21
COc1cc(OC)cc(C(=O)N2CCN(C(=O)Cc3ccccc3)CC2)c1,-2,10,-6,3,-8,-20,1,-5,-5,15,4
Cc1cccc(NC(=S)N/N=C(\c2ccccc2)C(C)C)c1,-5,-4,0,0,8,-13,10,-6,1,-19,1
COCCN(CC(=O)NCC1CCCO1)C(=O)CCC(=O)Nc1cc(C)ccn1 (stereo not drawn),-11,17,-26,0,-6,5,8,-9,9,5,3
COc1ccc(-n2c(C)nc(=O)c(-c3ccccc3)c2C)cc1,8,5,9,-8,2,-6,-14,4,3,16,14
COc1ccc(CCN(C)C(=S)Nc2ccc(SC(F)F)cc2)cc1OC,12,-22,-1,6,-3,-27,2,-4,-3,6,35
COCCNC(=O)c1sc2nc(-c3ccccc3)cn2c1C,1,-23,4,-8,-8,-34,-24,-9,12,-25,-17
c1ccc(-c2n[nH]c(-c3ccccn3)n2)cc1,23,-198,22,-23,-13,-47,-112,-12,3,-88,-60
Cc1cc(C)nc(SCC(=O)c2cc3ccccc3oc2=O)n1,-4,13,-2,2,7,0,9,19,2,12,-17
COc1ccc2nc(N(CCN(C)C)C(=O)c3ccc4ccccc4c3)sc2c1,-8,0,9,-2,-7,-9,8,5,-5,-4,2
CCC(=O)Nc1ccc2c(c1)nc1n2CCN(CCOC)C1,1,9,-1,5,-7,-11,11,0,9,-9,5
Cc1cc(N2CCN(C)CC2)nc2ccc(NC(=S)NCc3cccs3)cc12,-8,-9,6,16,-10,33,-23,11,-14,0,24
COc1cccc2cc(-c3nc(-c4cccs4)cs3)c(=O)oc12,-6,-79,22,-34,-13,-36,-73,-27,9,-79,-57
O=C(NCCc1ccc(F)cc1)N1CCOCC1,-4,3,0,-11,6,-35,-27,3,-2,-13,-17
COc1ccc(Nc2nnc(SCC(=O)/C=C3/N(C)c4ccccc4C3(C)C)s2)cc1,71*,9,23,-8,-9,37,-5,13,5,3,76
CCOc1ccc(OCc2ccc(C(=O)NN=Cc3ccc[nH]3)cc2)cc1,52*,86*,43,73*,40,10,-5,10,-43,53,82
O=C(O)CCc1nnc(SCC(=O)Nc2ccc(Br)cc2)[nH]c1=O,16,-11,-7,-27,-28,-2,-16,-6,-4,16,-3
CCOC(=O)c1cc(S(=O)(=O)Nc2ccc(F)cc2F)cn1C,1,3,3,-3,-13,-1,0,4,28,-14,4
CC1CCCN(c2ccc(C(=O)OCn3nnc4ccccc4c3=O)cc2[N+](=O)[O-])C1 (stereo not drawn),-32,5,11,11,0,-4,-5,-4,-5,8,5

# The list goes on (two carried over from the part before).
SMILES,TWEAK Fn14 block,LRH-1 inv ag,C8 TRAIL sens,NR2F2 inh,CF NFkB inh,TROY NFkB inh,NCOA1 inh,EBV LMP1 NFkB,KKLEB cytotox,NCOA3 inh,Shn3 3UTR inh
CCOC(=O)c1cc(S(=O)(=O)Nc2ccc(F)cc2F)cn1C,1,3,3,-3,-13,-1,0,4,28,-14,4
CC1CCCN(c2ccc(C(=O)OCn3nnc4ccccc4c3=O)cc2[N+](=O)[O-])C1 (stereo not drawn),-32,5,11,11,0,-4,-5,-4,-5,8,5
CCOc1ccc(C2=CSC3=NCCN23)cc1[N+](=O)[O-],-28,4,-7,-15,-18,4,1,5,0,-39,6
CCNc1nc(NC(C)C)nc(N(C#N)C(C)C(=O)N(CC)CC)n1 (stereo not drawn),-2,-6,18,16,-13,17,-4,.,16,-2,-32
CC(OC(=O)C1=Cc2ccccc2OC1)C(=O)NCC1CCCO1 (stereo not drawn),-25,-19,-19,-8,-52,-13,-12,11,31,-14,2
C=CCn1c(CNC(=O)c2ccco2)nnc1SCC(=O)N1c2ccccc2Sc2ccccc21,2,4,35,.,1,8,-15,-4,19,14,10
CC(=O)c1c(C)[nH]c(C(=O)Nc2cc(C)ccc2C)c1C,7,4,-3,-21,-10,-13,5,0,15,-13,-18
Nc1c(Cl)nc(-c2ccccc2)nc1Cl,14,2,-3,-10,3,-45,2,1,-5,-3,9
CC(=O)N1CCN(C(=O)c2cc(C)oc2C)CC1,4,5,0,-22,12,-7,-1,1,2,5,-5
Cc1cc(=O)n2nc(N3CCCC(C(=O)Nc4cccc(C)c4C)C3)sc2n1 (stereo not drawn),-1,-13,2,-4,-9,-1,-15,.,-12,-3,3
CCCc1nc2ccc(C)cn2c1Cc1ccc(C)cc1,-18,-84,-9,-25,8,-15,-34,.,-9,-31,-9
COC(=O)c1c(C(=O)OC)c(-c2ccc(Cl)cc2)n2c1CS(=O)(=O)C2,-3,2,-7,2,16,-9,-1,-6,-11,7,-5
COc1ccc(N2CCN(C(=O)Cc3ccc(Br)cc3)CC2)cc1,-2,9,-9,13,7,-3,8,0,-1,12,18
CCOC(=O)CSC1=C(C#N)C(c2ccc(C)cc2)C(C(=O)OC)C(=O)N1 (stereo not drawn),-1,-2,0,0,8,0,-9,-12,-4,-91,7
O=S(=O)(Nc1ccc(S(=O)(=O)N2CCCCC2)cc1)c1cccs1,-1,-1,-7,-4,4,4,-3,0,2,-8,-8
Cc1cc(C)c(-n2c(SCc3nc4ccccc4s3)n[nH]c2=O)c(C)c1,11,6,-15,10,36,30,15,25,5,18,33
COc1cc(/C=C2/NC(=O)N(c3cccc(Cl)c3)C2=O)ccc1O,34,-54,9,1,23,9,-38,-13,-16,-20,48
Cn1c(CCN2CCCCC2)nc2cc(NC(=O)Nc3ccccc3)ccc21,-10,-4,-37,-48,-17,-8,-14,-3,3,-2,-21
CCOC(=O)c1cc(CC)sc1NC(=O)CSc1nc2ccccc2c(=O)n1Cc1ccco1,3,-27,18,19,18,1,7,-1,-37,13,13
CC1CC(C)CN(C(=O)CSc2nc(N)cc(=O)[nH]2)C1 (stereo not drawn),3,14,-4,-14,8,-6,-52,0,-1,3,2
Cc1ccc(C(=O)NN2C(=O)C3C4c5ccccc5C(c5ccccc54)[C@@H]3C2=O)cc1 (stereo partly drawn),2,16,11,-41,5,0,0,-2,17,11,-1
CCN1C(=O)S/C(=C/c2cn(C)c3ccccc23)C1=O,-5,-1,6,-9,-47,-36,-37,-50,5,2,0
Cc1occc1C(=O)N(C)CC1CCCN(CCc2ccccc2F)C1 (stereo not drawn),-12,13,-1,-6,18,-10,-7,-6,-6,16,15
COc1cccc(-n2ccnc2SCC(=O)N2CCCc3ccccc32)c1,12,-8,16,-2,13,13,16,-2,-20,10,1
COc1ccc(C)cc1NC(=O)CCNC(=O)Cn1cnc2ccccc2c1=O,-2,10,16,7,15,-9,-6,1,-4,1,-10
Cc1cc(C)nc(N2CCC(C(=O)Nc3nnc(C)s3)CC2)n1,7,-2,-3,5,2,8,-4,3,-1,10,-24
Cc1noc(NS(=O)(=O)c2ccc(NC(=O)c3cc(S(=O)(=O)N(C)c4ccccc4)ccc3Cl)cc2)c1C,9,-6,8,-8,0,-6,8,26,-1,3,7
COc1ccc([N+](=O)[O-])cc1NC(=O)C(C)c1ccccc1 (stereo not drawn),-2,-14,0,10,7,13,-12,5,-13,4,11
CCN(CC)S(=O)(=O)c1ccc(C(=O)C(C#N)c2ccccn2)cc1 (stereo not drawn),-21,13,24,-22,5,-2,-20,-1,7,17,5
Cn1c(=NC(=O)C2CC2)sc2cc(F)cc(F)c21,-8,15,-3,-34,4,-23,-27,-10,-20,-26,-44
CCCCc1ccc(NC(=S)N2CCN(C)CC2)cc1,-8,-11,10,-7,28,-58,-3,-1,-27,-10,0
CCC(O)C1CCN(C(=O)c2cc(COc3ccc(F)cc3F)on2)CC1 (stereo not drawn),-21,-3,-8,1,5,-1,10,-7,16,13,16
Cn1ccnc1Sc1nc2ccccc2nc1NS(=O)(=O)c1ccccc1,-13,-21,-12,-9,0,-50,3,-21,-12,-26,-3
Cc1ccnc(NC(=O)CSc2cc(=O)n(C)c3ccccc23)c1,-4,11,-8,1,88*,4,-23,-74,-26,-4,9
COc1ccc(CC(=O)NCC2CCCN(Cc3cc(OC)cc(OC)c3)C2)cc1 (stereo not drawn),5,-14,2,22,-13,30,-1,6,14,-5,-19
CCOC(=O)C1CCCN(C(=O)c2ccccc2SCCOC)C1 (stereo not drawn),7,-9,1,19,4,-12,-5,2,4,8,6
CCOC(=O)C1=CCC2C(=O)N(Cc3ccccc3)C(=O)C12 (stereo not drawn),2,7,-3,0,-1,4,8,.,1,-13,6
Cc1nn(-c2ccccc2)c(C)c1NC(=O)COC(=O)c1cc(Cl)ccc1O,2,15,21,-15,5,-4,-7,1,-8,-4,-1
CC1(c2cccc(Br)c2)NC(=O)N(CC(=O)Nc2ccc3c(c2)OCO3)C1=O (stereo not drawn),0,-3,5,-1,-19,5,-13,4,-18,7,9
Cc1cc(C)c(OCC(=O)Nc2nc3ccccc3[nH]2)c(C)c1,-22,9,-3,0,3,-34,-12,-3,0,-2,-3
CCOc1cc(OCC)nc(S(C)(=O)=O)n1,23,-1,-6,-2,2,-5,6,2,-1,-2,5
Cc1oc2c(C)c3oc(=O)c(CCC(=O)NCCCCCC(=O)O)c(C)c3cc2c1C,3,1,-8,-1,-7,-3,-22,2,-5,-21,5

# An excerpt (hit frequency here may not be typical).
